PriA SSB inh: K. pneumoniae PriA-SSBct interaction inhibition; AID 1272365; 430,000 compounds, 0.6% hits; AlphaScreen SSBct-PriA binding, biotinylated peptide; inhibition, % at 33 µM; in the data active means inhibition mostly above about 37%, no sharp cut-off; inactive means mostly below about 20%;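 further: plate controls were negative control peptide for no effect and reference peptide for full effect; strong numbers were not always called active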
Numbers without * were called inactive; & = joins results of further samples. Some of the compounds tested; count on the stated rates, not on these rows.

| SMILES | PriA SSB inh |
| --- | --- |
| COc1ccc(SCCC(=O)Nc2nc3c(C)cccc3s2)cc1 | -9.0&2.0 |
| c1ccc(-c2cn3nc4c(nc3n2)[nH]c2ccccc24)cc1 | -7.0 |
| Cc1sc(NN=C/C=C/c2ccccc2)nc1-c1ccccc1 | 11.9 |
| CC(=O)N1CCc2c(sc(NC(=O)c3cc(C)on3)c2C(N)=O)C1 | -6.0&0.0 |
| COC(=O)c1[nH]c2cc(OC)c(OC)cc2c1NC(=O)CN1C[C@H]2C[C@H](C1)c1cccc(=O)n1C2 | 10.4 |
| CCOc1ccc(S(=O)(=O)NCc2ccsc2)cc1F | -6.0 |
| O=C(NCC1CCN(C(=O)c2ccoc2)CC1)[C@@H]1COc2ccccc2O1 | -5.0 |
| Brc1ccc(-c2nnc(-c3ccccn3)o2)cc1 | -5.0 |
| CCOC(CNC(=O)C(=O)Nc1ccc(N2CCCCS2(=O)=O)cc1)OCC | -7.0 |
| O=C(Nc1ccc(F)c(Cl)c1)Nc1c[nH]c2ccccc12 | 54.0* |
| COc1ccc(CC(C)(O)CNC(=O)C(=O)NCCC2=CCCCC2)cc1 (stereo not given) | 11.0 |
| COc1ccc(-c2c(C#N)c(SCC(N)=O)nc(C)c2C(=O)Nc2ccccc2)cc1OC | -6.0&-1.0 |
| O=C(c1ccc(S(=O)(=O)N2CCOCC2)cc1)N1CCS[C@H](c2ccccc2)CC1 | 8.0 |
| CCOC(=O)c1sc(NC(=O)COc2ccc(Cl)cc2Cl)nc1-c1ccccc1 | -16.0&-4.0 |
| COc1ccc(CC(=O)NN=C(C)CC(=O)N(C)c2ccccc2)cc1 | -13.3 |
| O=C(Cc1ccccc1Cl)NCc1ccnc(-c2cccs2)c1 | -23.0 |
| COc1cc2c(cc1OC)CN(C(=O)c1c(C)nc3ccccn13)CC2 | -4.0 |
| COc1ccc(C(=O)Nc2c(N)nc(SCc3cccc4ccccc34)[nH]c2=O)cc1OC | -19.0 |
| C=CCN1C(=O)C(C)(C)COc2cc(NS(=O)(=O)c3ccc(NC(=O)CCC)cc3)ccc21 | -5.0 |
| O=C(O)c1cc(=O)cc[nH]1 | -6.0&9.0 |
| Cc1ccc(-n2c(=S)sc3c(=O)n(C)c(SCC(=O)NC4CCCCC4)nc32)cc1 | -5.0 |
| O=C(c1cccc(Nc2nc(-c3ccccc3)c3cc(Br)ccc3n2)c1)N1CCCCC1 | 2.0 |
| O=C(NCCn1nc(-c2ccco2)ccc1=O)c1cnn2c1OCCC2 | -22.0 |
| O=C(CCC(=O)N1CCCSC[C@@H]1CN1CCCC1)c1ccc(Cl)cc1 | -42.0 |
| O=C(NN=Cc1ccc(O)cc1)/C(=C/c1ccccc1)CCO | -2.7 |
| COc1ccccc1C(=O)Nc1ccc2c(c1)CCC(=O)N2 | 10.0 |
| Cc1noc(C)c1CN1CCN(C(=O)C2CCCC2)CC1 | -12.0 |
| COC(=O)c1ccccc1NC(=O)c1cnc2n(c1=O)CCS2 | -2.0 |
| O=c1c(-c2cc3ccccc3o2)coc2ccccc12 | -9.0 |
| O=C(Nc1ccc(F)cc1)c1ccc(O)cc1 | -17.0 |
| O=C(Nc1cnn(C2CCOCC2)c1)Nc1c(F)cccc1F | -26.0 |
| O=[N+]([O-])c1ccc(Cl)c(C=NN2CCN(Cc3ccccc3)CC2)c1 | 48.3 |
| Cn1nc(C(=O)N2CCc3ccccc32)ccc1=O | 2.0 |
| O=C(c1cc2ccccc2[nH]1)N1CCN(CCn2ccnc2)CC1 | -8.0 |
| O=S(=O)(Nc1ccccc1F)c1ccc2c(c1)OCCCO2 | 0.0 |
| COC(=O)c1ccc(CSc2nc(=O)n3ccc(C)cc3n2)o1 | 7.0 |
| Cc1ccc(C(CNC(=O)Cc2ccc(Cl)cc2)N2CCN(C)CC2)cc1 (stereo not given) | -6.0 |
| COc1ccc(CCCC(=O)NN=Cc2ccc(C)cc2)cc1 | -14.7 |
| O=C(NCCc1cnc[nH]1)c1nnn(-c2ccccc2)c1-n1cccc1 | -7.0 |
| O=C(NCCn1ncc2c(N3CCOCC3)ncnc21)C1COc2ccccc2O1 (stereo not given) | -3.0 |
| NCCNC1CCS(=O)(=O)C1 (stereo not given) | -4.0 |
| O=c1nc(SCc2cccc3ccccc23)c2c([nH]1)CCCC2 | 3.0 |
| COC(=O)c1c(SCC(=O)Nc2ccc(F)c(F)c2)[nH]c2ccccc2c1=O | -16.0 |
| O=C(COc1ccc(F)cc1)NCCN1CCC(c2cccs2)CC1 | -5.0 |
| CC1Cc2ccccc2N1Cc1cc(=O)c(OCc2ccc(Cl)c(Cl)c2)co1 (stereo not given) | 8.0&13.0 |
| CCOCCn1c(CNC(=O)c2ccccc2)nc2ccccc21 | 7.0 |
| CCc1cc(=O)[nH]c(SCC(=O)N(CC)CC)n1 | 1.0 |
| CCOc1cccc2sc(NC(=O)C3CCCN3S(C)(=O)=O)nc12 (stereo not given) | -4.0 |
| O=C(NCCc1c[nH]c2ccccc12)c1nnn(-c2ccccc2)c1-n1cccc1 | 0.0 |
| O=C(c1cc(-c2ccco2)on1)N1CCCC[C@H](c2ccc(F)cc2)C1 | -1.0 |
| CCOc1ccc(NC(=O)Cn2cccc(-c3nc(-c4ccc(OC)c(OC)c4)no3)c2=O)cc1 | 0.0 |
| Cc1nc2cccc(C)n2c(=O)c1NC(=O)c1cc(Br)ccc1Cl | -20.0 |
| O=C(Nc1ccccc1C(F)(F)F)N1CCC(CSCc2ccco2)CC1 | 3.0 |
| Cn1nc(C2CCN(CC(=O)NCc3ccc4c(c3)OCO4)CC2)n(C2CC2)c1=O | -8.0 |
| CCCCOc1ccc(C(=O)NNc2nc(-c3ccccc3)c3cc(Br)ccc3n2)cc1 | -5.0 |
| Cc1sc(NC(=O)c2ccc([N+](=O)[O-])o2)c(C(N)=O)c1C | -2.0 |
| Cc1cc(NC(=O)c2cccc(S(C)(=O)=O)c2)no1 | -9.0 |
| O=C(Nc1ccc(C(F)(F)F)cc1)N1CCC[C@H](Cc2nc(-c3cnccn3)no2)C1 | 1.0 |
| O=S(=O)(C1CC1)N1CCC(Oc2cccc3cccnc23)CC1 | -1.0 |
| COc1cccc(NC(=O)NCCn2cncc(C)c2=O)c1OC | 9.0 |

Later entries.
| SMILES | PriA SSB inh |
| --- | --- |
| CC(C)OC(=O)C(C(=O)C(F)(F)F)c1cc(NS(=O)(=O)c2cc([N+](=O)[O-])ccc2Cl)ccc1O (stereo not given) | 13.0 |
| COc1ccc(CC(=O)N2CCC(Oc3ccc(Cl)cn3)CC2)cc1OC | 7.0 |
| CCOC(=O)C1=c2c(=Cc3ccncc3)c(N)c(C(=O)OC)n2C(=O)C(c2ccncc2)S1 (stereo not given) | 8.4 |
| COCCNC(=O)N(Cc1cccs1)Cc1cccn1C | 6.0 |
| CCn1c(SCC(N)=O)nc2c(-c3ccccc3)csc2c1=O | -15.0 |
| CCCOc1cn(-c2ccc(F)cc2)nc1C(=O)Nc1nnc(C)s1 | -9.0 |
| CCOC(=O)Cc1nc(-c2ccc(Cl)cc2)cs1 | -17.0 |
| CCCNC(=O)CCCCn1c(=O)c2ccccc2n(CC(=O)Nc2ccccc2Cl)c1=O | 0.0 |
| O=C(NCCn1nc(-c2ccccc2)ccc1=O)Nc1ccc(Cl)cc1 | -5.0 |
| CCOC(=O)c1c(NC(=O)C2(C)Cc3ccccc3C(=O)O2)sc2c1CCC(C)C2 (stereo not given) | 1.0 |
| Cc1cccc(NC(=O)Cn2c(C)nc3c(sc4ccccc43)c2=O)c1 | -9.0 |
| CC(=NNc1ccccn1)c1ccc(N2CCOCC2)cc1 | 7.0 |
| O=C(Cc1csc(N2CCOCC2)n1)NN=Cc1ccc(F)cc1 | -17.8 |
| O=C(NCc1cccs1)Nc1ccccc1Cc1nc(-c2ccncc2)no1 | -18.0 |
| Oc1ccc(C=NNc2ccccc2)cc1 | -0.9 |
| Cc1cc2ncc(NC(=O)NCCOc3ccccc3)cn2n1 | -12.0 |
| CCOC(=O)CNC(=O)CSc1nnc(Cc2cccn2C)n1CCOC | 0.0 |
| O=C(Cn1c(=O)n(Cc2cccs2)c(=O)c2ncccc21)c1ccc2c(c1)OCO2 | -13.0 |
| Cc1cc(C)c2nc(N3CCN(C(=O)c4ccc(Cl)s4)CC3)sc2c1 | 4.0 |
| COC(=O)c1ccc(NC(=O)C(=O)NCC(c2ccc(C)cc2)N2CCN(C)CC2)cc1 (stereo not given) | -10.0 |

Ordered by length of the SMILES (descending): four of the compounds above
| SMILES | PriA SSB inh |
| --- | --- |
| O=C(NCc1cccs1)Nc1ccccc1Cc1nc(-c2ccncc2)no1 | -18.0 |
| CCOC(=O)CNC(=O)CSc1nnc(Cc2cccn2C)n1CCOC | 0.0 |
| O=C(Cc1csc(N2CCOCC2)n1)NN=Cc1ccc(F)cc1 | -17.8 |
| Oc1ccc(C=NNc2ccccc2)cc1 | -0.9 |

Going on with the list:
| SMILES | PriA SSB inh |
| --- | --- |
| COC(CNS(=O)(=O)c1cccc(Cl)c1C)c1ccco1 (stereo not given) | -12.0 |
| C(=Nn1cnnc1)c1cccc(Oc2ccccc2)c1 | -10.0 |
| CS(=O)(=O)N1CCC(C(=O)NCCc2csc(-n3cccn3)n2)CC1 | -17.0 |
| CCOC(=O)N1CCN(C(=O)c2cn(-c3cccc(Cl)c3)nn2)CC1 | -20.0&5.0 |
| O=C(c1c(F)cccc1Cl)N1CCOC(c2ccccc2)C1 (stereo not given) | -3.0 |
| O=C(NCc1cc(-c2ccco2)on1)c1ccc(Br)o1 | 39.0* |
| O=C(NN=Cc1ccc(Br)s1)c1c[nH]c2ccccc12 | 1.9 |
| Brc1ccc(C=NN2CCN(C3c4ccccc4-c4ccccc43)CC2)s1 | -12.6 |
| CCOC(=O)c1c(NC(=O)CSc2nc(N)cc(=O)[nH]2)sc2c1CCC2 | -12.0 |
| O=C(COc1ccccc1F)N1CCC(CSc2ccccn2)CC1 | 14.0 |
| O=S(=O)(c1cccc(C(F)(F)F)c1)N(Cc1cnc2ccccn12)C1CC1 | 0.0 |
| CS(=O)(=O)c1ccc(NC(=O)C2CN(S(C)(=O)=O)C2)cc1 | -6.0 |
| O=C(Cc1ccccc1)Nc1c(C(=O)Nc2ccc(OC(F)(F)F)cc2)oc2ccccc12 | -12.0 |
| Cc1nc(Nc2ccc(NC(=O)C(C)C)cc2)cc(OC(C)C)n1 | 6.0 |
| C/C(=C/C(=O)O)C(=O)Nc1nc(-c2cccs2)cs1 | -12.0 |
| COc1ccc(NS(=O)(=O)c2cccc(OC)c2)cc1 | -9.0&0.0 |
| CC1=Nc2ccccc2C1=Cc1c(N)n2c(S(=O)(=O)C(C)C)nsc2nc1=O | -5.2 |
| Cc1n[nH]c(C)c1S(=O)(=O)N1CCN(Cc2nc3ccccc3[nH]2)CC1 | -6.0 |
| O=C(Cn1nnn(-c2ccc(NS(=O)(=O)c3ccccc3F)cc2)c1=O)NC1CC1 | 11.0 |
| COc1ccc(C(=O)NC2=N/C(=C(/C#N)C(=O)NC3CCCC3)c3ccccc32)cc1OC | -13.0&-4.0 |
| Cc1ccc(Cn2cc[nH]c2=S)cc1 | 5.0 |
| Cc1cnn(-c2cc(NN=Cc3ccccc3Cl)ncn2)c1 | -7.2 |
| CCOC(=O)N1CCC(Oc2ncccc2Br)CC1 | 3.0 |
| COc1ccccc1OCC(=O)N1CCN(Cc2nc3ccccc3[nH]2)CC1 | 0.0 |
| Cc1cccc2sc(NC(=O)c3coc(NC(=O)c4cnccn4)n3)nc12 | -12.0 |
| CCOc1ccccc1NC(=O)CN1C(=O)[C@@]2(SCC(=O)N2c2ccc(F)cc2)c2ccccc21 | -3.0 |
| CC(=NOCC(=O)Nc1ccc2c(c1)OCCO2)c1ccc2c(c1)OCCO2 | -8.6 |
| Cc1nc(C)c(CNS(C)(=O)=O)s1 | 23.0 |
| CN(C)P(=O)(NC(=O)C(Cl)(Cl)Cl)N(C)C | -10.0 |
| O=C(CCS(=O)(=O)c1ccccc1)NC1CCN(c2nccs2)C1 (stereo not given) | 2.0 |
| COc1cccc(N2C[C@@H](NC(=O)Nc3cccc(Br)c3)CC2=O)c1 | 1.0 |
| NC(=O)c1cc(-c2ccccc2)sc1NC(=O)c1ccccc1F | -47.0 |
| O=c1[nH]c2ccccc2nc1-c1ccccc1N=Cc1ccc(F)cc1 | 8.0 |
| NC(=O)c1ccc(OCc2ccc3ccccc3n2)cc1 | -3.0 |
| Cc1noc(C)c1CC(=O)NCc1ccc(C(=O)c2ccsc2)s1 | -11.0 |
| CC(=O)Oc1cc2c(C(=O)NCc3ccco3)c(C)oc2c2ccccc12 | 8.0 |
| NC(=O)[C@@H]1CCCCN1 | -20.0 |
| CC(=NNc1ccc(Cl)cc1)C(=NO)C(=O)Nc1ccccc1 | 1.3 |
| Cn1c(=O)c2c(ncn2CC(=O)NCc2cccnc2-c2cccs2)n(C)c1=O | -8.0 |
| O=C(Nc1ccc(S(=O)(=O)N2CCc3ccccc32)cc1)c1ccncc1 | 9.0 |
| Cc1ccc(C(N)=NOC(=O)c2ccco2)cc1 | -24.3 |
| Cc1cc(NC(=O)C(=O)NC[C@@H](c2cccn2C)N2CCc3ccccc3C2)no1 | -6.0 |
| CC(=O)Nc1cccc(NC(=O)CSc2nc(CC(=O)NCc3ccc4c(c3)OCO4)cs2)c1 | -7.0 |
| O=C(NCCOc1ccc2nnc(-c3cccc(F)c3)n2n1)c1ccco1 | -6.0 |
| O=C(O)c1ccccc1SC1CC(=O)N(c2ccc(C(F)(F)F)cc2)C1=O (stereo not given) | 4.0 |
| CC(C)C(=O)Nc1ccc(SCC(=O)Nc2cccc(C(F)(F)F)c2)nn1 | -13.0 |
| Nc1nnnn1N=Cc1cc(Cl)cc(Cl)c1O | -16.4 |
| O=C(CCc1csc(NC(=O)c2ccc(=O)[nH]c2)n1)NCc1ccco1 | -7.0 |
| O=C(N=C1C(Cl)=C(Cl)C(=O)c2ccccc21)c1ccc(Cl)cc1 | 12.0 |
| CC(=NN1CCN(Cc2ccccc2)CC1)c1ccc(Br)cc1 | -9.2 |
| Cc1ccccc1OCC(=O)N1CC[C@H](n2ccnn2)C1 | -12.0 |
| CC1CCCN(c2ccc(-c3noc(CN4CCc5ccccc5C4)n3)cn2)C1 (stereo not given) | -10.0 |
| COC(=O)c1ccsc1NC(=O)c1cc2n(n1)CCCO2 | -14.0 |
| O=C(c1ccc(-c2ccsc2)cc1)N(Cc1ccsc1)C1CC1 | -16.0 |
| Cn1c(CNC(=O)c2cn(CC(O)c3ccccc3F)nn2)nc2ccccc21 (stereo not given) | 3.0 |

From PubChem BioAssay
